E-sel TNF inh: TNF alpha driven E-selectin expression inhibition | HUVEC TNFa-induced E-selectin immunofluorescence, high content | inhibition, % at 2 µM | actives 0.71% (n = 120,000);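 active means inhibition above the batch mean plus 3 SD, and confirmed as a hit on visual image review, cut at about 43% in these data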;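 further: 0% = TNF-stimulated DMSO wells and 100% = unstimulated control wells; not every result past the cut was called active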
Starred values were filed as active, the others as inactive. An excerpt; count on the stated rates, not on these rows.

SMILES	E-sel TNF inh
Oc1ccc(Cl)cc1/C=C/c1ccc2cccc(O)c2n1	16
CCOCCCNC(=S)N1CCC(NC(=O)c2ccco2)CC1	-10
COCCN(C(=O)/C=C/c1ccccc1)c1nnc(-c2cccnc2)s1	-14
COc1ccc(/C=C/C(O)=C2/C(=O)NC3(C)CC2c2ccccc2O3)c(OC)c1OC (centres undefined)	2
O=C(O)c1ccc2c(c1)ncn2C1CCCC1	-6
C/C(=N\NC(=O)C1CC1)c1ccc2c(c1)OCCO2	8
CC(C)CN1CCN(Cc2nc3ccccc3s2)CC1CCO (centres undefined)	6
COc1ccc(CN(C(=O)c2ccc(CN3CCOCC3)o2)C(C(=O)NCC2CCCO2)c2ccc(F)cc2)cc1 (centres undefined)	-20
CN1CCN(C(=O)N2c3ccccc3CCc3ccccc32)CC1	-18
Cc1nn(-c2ccccc2)c(C)c1/C=N/N1CCN(c2ccccn2)CC1	-19
COc1cccc(/C=N/N=C(\N)c2nonc2N)c1O	42
CCCC(C)NC(=O)COc1ccc(S(=O)(=O)N2CCCC2)cc1 (centres undefined)	-5
COCCN(C(=S)Nc1c(C)cccc1C)C(C)c1cccs1 (centres undefined)	2
CC(=O)NC(CC(=O)NC(C)c1ccc(Cl)cc1Cl)c1ccccc1 (centres undefined)	-3
Cc1nn(C2CCS(=O)(=O)C2)c(Cl)c1/C=C/C(=O)OCC(=O)Nc1ccc2c(c1)OCO2 (centres undefined)	-32
CCOC(=O)C1(Cc2cccc(OC)c2)CCN(Cc2cccc(O)c2)CC1	-19
COc1cccc(/C=C/C(=O)OCC(=O)Nc2cccc(S(=O)(=O)N3CCOCC3)c2)c1OC	-26
COc1cc(NS(=O)(=O)c2ccc3[nH]c(=O)oc3c2)cc(OC)c1	-4
O=C(Nc1ccc2c(c1)OCCO2)C1CCN(S(=O)(=O)c2ccccc2)CC1	-3
O=C(O)C1CC=CCC1C(=O)N1CC=C(c2ccccc2)CC1 (centres undefined)	8
CCOC1=NN(c2ncc(C(F)(F)F)cc2Cl)C(=O)C1	7
Cc1ccccc1NC(=O)COC(=O)CCSc1ccccc1	-17
O=S1(=O)CCN(C(CCO)c2cccc(C(F)(F)F)c2)CC1 (centres undefined)	95*
COC(=O)c1ccc(N2CCS(=O)(=O)CC2)cc1	-2
Cc1cc(C#N)c(SCC(N)=O)nc1-c1ccc(F)cc1	-7
CCOC(=O)c1cc(NC(=O)c2ccco2)ccc1N1CCOCC1	-8
CS(=O)(=O)c1ccccc1-c1nnc(-c2ccc(Cl)cc2)o1	12
Cc1ccsc1/C=N/NC(=O)CO	-1
Cn1nnc2ccccc2c1=O	28
CSCCCNC(=S)N1CCc2ccccc2C1	-40
COc1ccc(S(=O)(=O)N2CCOCC2)cc1NC(=O)CSc1nnc2ccccn12	-17
O=C(Nc1cccc(-c2cn3c(n2)SCC3)c1)c1ccc2ccccc2n1	-23
COc1cccc(-n2c(SCc3ccccn3)nc3c(c2=O)SCC3)c1	9
N#Cc1c(NC(=O)C2C3C=CC(C3)C2C(=O)O)sc2c1CCCCC2 (centres undefined)	-14
COc1ccc(CN2CCN(CCC(C)C)C(CCO)C2)cc1Cn1cncn1 (centres undefined)	9
CCC(=O)n1nc(-c2ccc(Cl)cc2)nc1N	3
COc1cc(NC(=O)c2cc(C)nc3ccccc23)cc(OC)c1OC	-20
Cc1ccc(C(C(=O)NC(C)(C)C)N(CCCN2CCOCC2)C(=O)c2ccc(-c3ccccc3)[nH]2)o1 (centres undefined)	19
Cc1ccc(NC(=O)CSc2ncn[nH]2)cc1S(=O)(=O)N1CCOCC1	18
Cc1ccc(NS(=O)(=O)c2ccc3[nH]c(=O)c(=O)[nH]c3c2)cc1Cl	-44
CCOC(=O)C1CCN(C(=O)COc2ccc(N(C)S(=O)(=O)c3ccc(C)cc3)cc2)CC1	18
NC(=O)COC(=O)C12CC3CC(CC(O)(C3)C1)C2	7
O=C(CCCC(=O)OCC(F)(F)C(F)F)Nc1ccccc1F	-30
COc1ccccc1CNC(=O)COC(=O)Cc1c(F)cccc1Cl	-25
O=C(c1ccc2ccccc2c1)C1CCCN(C(=O)CCn2cnnn2)C1 (centres undefined)	29
O=C(COc1ccc(Cl)cc1)Nc1ncc([N+](=O)[O-])s1	-82
CCCn1c(SCC(=O)OCC)nc(C(F)(F)F)cc1=O	-4
COc1ccc(CC2(CO)CCN(Cc3cccc4nccnc34)CC2)cc1	-3
Cc1ncsc1CCOC(=O)c1ccccc1	16
Cc1cccc(C)c1OCc1n[nH]c(=S)n1-c1ccccc1	-8
O=c1c(N=Nc2ccc(O)cc2)c(-c2ccccc2)[nH]n1-c1ccc([N+](=O)[O-])cc1	-29
O=C(CS(=O)(=O)c1c[nH]c2ccccc12)N1CCCCCC1	-10
Cc1ccc(C(=O)Nc2scc(-c3ccccc3)c2C(=O)O)o1	-37
Cc1ccc(/C=N\NC(=O)Cc2cccn2C)o1	-5
COc1ccc(C2C(C(=O)c3ccccc3)N3c4ccccc4C=CC3C2[N+](=O)[O-])cc1 (centres undefined)	-47
CCCCNC(=O)c1ccccc1NC(=O)CCC	-10
COc1ccc(N2CC(C(=O)NC3=NCCS3)CC2=O)cc1 (centres undefined)	-18
CCOc1ccc(-n2c(SCC(=O)NC3CCS(=O)(=O)C3)nnc2-c2cccnc2)cc1 (centres undefined)	0
O=C(NCc1ccccc1)c1nc[nH]c1C(=O)NCc1ccccc1	13
O=C1CCC(/C=C/c2ccccc2)=NN1Cc1ccc(F)cc1	-11

Copied from the results shown (4 entries):
SMILES	E-sel TNF inh
CCCCNC(=O)c1ccccc1NC(=O)CCC	-10
COc1ccc(N2CC(C(=O)NC3=NCCS3)CC2=O)cc1 (centres undefined)	-18
CCOc1ccc(-n2c(SCC(=O)NC3CCS(=O)(=O)C3)nnc2-c2cccnc2)cc1 (centres undefined)	0
O=C(NCc1ccccc1)c1nc[nH]c1C(=O)NCc1ccccc1	13

More structures:
SMILES	E-sel TNF inh
O=S(=O)(c1ccc(F)c(F)c1F)N1CCN(C(=S)Nc2ccccc2)CC1	-10
O=C(O)c1cc(-c2ccc(/C=N/Nc3ccc([N+](=O)[O-])cn3)o2)ccc1Cl	-5
CC(CCc1ccccc1)NC(=O)CCCCCNc1nc(=S)[nH]c2ccccc12 (centres undefined)	-10
CCOC(=O)c1c(C)[nH]c(C)c1C(=O)COC(=O)c1ccc(OC)c(OC)c1	-11
CSc1nc(-c2ccc(Cl)cc2)c(C#N)c(=O)n1C	-20
COc1ccc(CNC(=O)C2CCN(S(C)(=O)=O)CC2)cc1	2
COc1cccc(CNC(=O)CC(NC(C)=O)c2ccccc2)c1 (centres undefined)	10
CC(C)(C)C(=O)NC(=S)NNC(=O)C(c1ccccc1)c1ccccc1	-14
CCc1ccc(NC(=S)Nc2cc(C(=O)O)ccc2N2CC3CC(C2)c2cccc(=O)n2C3)cc1 (centres undefined)	22
c1ccc(-c2nn3cnnc3c3ccccc23)cc1	-33
O=C(N/N=C\C=C\c1ccc2c(c1)OCO2)c1ccc(F)cc1	-19
Cc1ccc(NC(=O)CCS(=O)(=O)c2cccc3nonc23)cc1	-16
Cc1nc2cc(NC(=O)c3ccc(N4C(=O)CCC4=O)cc3)ccc2s1	5
Cc1noc(C)c1C(=O)NC(C)C12CC3CC(CC(C3)C1)C2 (centres undefined)	-31
Cc1ccc(S(=O)(=O)N(C)c2c(C)ccc(S(N)(=O)=O)c2C)cc1	-3
COc1ccc(N(CC(=O)N/N=C/c2cccs2)S(=O)(=O)c2ccccc2)cc1	13
Cc1ccc(/C=N/N2CCN(Cc3ccccc3)CC2)cc1	-27
CC(=O)c1c(C)[nH]c(C(=O)Nc2ccc(Cl)c(S(=O)(=O)N(C)C)c2)c1C	1
CC(OC(=O)CCC(=O)c1cccs1)C(=O)Nc1ccccc1[N+](=O)[O-] (centres undefined)	21
COCCN(C(=S)Nc1ccc(C)cc1C)C(C)c1cccs1 (centres undefined)	-1
Cn1ncc2c(=O)[nH]cnc21	-10
C/C(=N\N1CCN(c2ccccc2)CC1)c1ccncc1	-14
COc1ccc(Br)cc1/C=C/C(=O)NCC(=O)O	8
COc1ccc(-c2nnc(NC(=O)C3CC3)o2)cc1	3
CC(=O)Nc1cc[n+](C(C)C(=O)c2ccc(Cl)cc2)cc1 (centres undefined)	-2
COC(=O)Nc1ccc(SCC(=O)c2ccccc2)cc1	3
Cc1nn(-c2ccccc2)c(N)c1-c1ccccc1	-24
Cc1c(C(=O)OCC(=O)Nc2c(C)n(C)n(-c3ccccc3)c2=O)cccc1[N+](=O)[O-]	-5
O=C(NNc1ncccc1Cl)c1c(Cl)cccc1Cl	-12
CCNc1nc(-c2cc(C)n(Cc3ccco3)c2C)cs1	-5
Cc1ccc(OCC(=O)NCc2ccc3c(c2)OCO3)c([N+](=O)[O-])n1	21
CCC/C=N/NC(=O)c1ccc(F)cc1	21
CCCCCCCN1C2=NCCCN2c2ccccc21	-19
C(=C\c1nc(-c2cccnc2)no1)/c1ccccc1	-2
CC(C)(C)NC(=O)C1CC(=O)OC12CCOC(C)(C)C2 (centres undefined)	1
CC(C)(C)NC(=O)C(c1ccncc1)N(Cc1ccco1)C(=O)c1ccc(-c2ccccc2)[nH]1 (centres undefined)	-1
COc1ccc(NC(=O)c2cc3cccc(OC)c3oc2=Nc2ccc(C(=O)O)cc2)cc1OC	-23
CCOC(=O)c1c(N)sc(C(=O)Nc2ccccc2F)c1C	3
CCC(C)NC(=O)c1ccccc1-c1nc2ccccc2[nH]1 (centres undefined)	-3
O=c1c([N+](=O)[O-])c(N2CCOCC2)c2ccccc2n1-c1ccccc1	1
Cc1cc(-c2nnc(CCC(=O)NC(C)c3ccc(F)cc3)o2)no1 (centres undefined)	14
CC(C)(C)c1ccc(S(=O)(=O)Nc2ccccn2)cc1	-18
COc1cc(OC)c(CN2CCC(CO)(CCOc3ccccc3)CC2)c(OC)c1	-13
COc1ccc(-c2cc(C(F)(F)F)nc(SCC(=O)NCCCN3CCOCC3)n2)cc1	38
COc1cccc(C2CCCN2Cc2nc(CC3CC3)no2)c1 (centres undefined)	-10
COC(=O)c1c(C(=O)OC)c(-c2cccc(C)c2)n2c1CS(=O)C2 (centres undefined)	58
O=C(CCCCCNC(=O)c1ccccc1)C[N+](=O)[O-]	25
Cc1ccccc1NC(=O)N1CCc2ccccc2C1	-17
CC1=C(C(=O)N(C)C)C(c2ccc(C)s2)NC(=S)N1 (centres undefined)	20
CCOC(=O)C1CCN(CC(=O)NC(=O)NC2CCCCC2)CC1	22
Cc1cc(C)n2cc(CSc3ccccn3)nc2n1	-53
COc1ccc([N+](=O)[O-])cc1NC(=O)CCN1CCN(c2ccccc2)CC1	-38
COc1ccc(/C=C/C(=O)N2CCC(C(N)=O)CC2)cc1S(=O)(=O)N1CCOCC1	17
NCCNc1cc(N2CCCC2)ccc1[N+](=O)[O-]	-32
COc1ccc(C(=O)NNC(=S)NC(=O)/C=C/c2cccs2)cc1	-4
COc1ccccc1CCNC(=O)CSc1nnc2ccc(-c3cccnc3)nn12	24
CCC(C)C(=O)Nc1nccs1 (centres undefined)	8
CCOC(=O)N1CCN(C(=O)Cn2cnc3ccccc3c2=O)CC1	6
COc1ccc(NC(=O)COC(C)=O)cc1OC	-65
Cc1cc(NC(=O)c2ccc(C#N)cc2)n(-c2ccccn2)n1	-19

(cont.)
SMILES	E-sel TNF inh
COc1ccc(C(=O)Nc2ccc3nc(C)sc3c2)cc1OC	-3
CC(C(=O)O)n1cnc2sc3c(c2c1=O)CCCC3 (centres undefined)	18
CCCOc1ccc(/C=N/Nc2ccccn2)cc1OC	11
COCCNC(=S)N/N=C(\C)c1ccccc1F	-20
Cc1cccc(NC(=O)Nc2nnc(-c3ccccc3)o2)c1	-17
CCOC(=O)c1sc(=NC(=O)/C=C/c2ccccc2)n(C)c1C	-12
CC1(C)N([O-])C2=C(CCCC2)[N+]1=O	-23
Cc1cccc(NC(=O)c2cc3c(=O)n4ccccc4nc3n(CC(C)C)c2=N)c1	-63
CCC(C)NC(=O)Cn1c(-c2ccccc2)cc(C(C)=O)c1C (centres undefined)	-1
CNC(=O)c1c(C)noc1C	-3
NNC(=O)CCc1nc2ccc(O)cc2[nH]1	-1
CNC(=O)NC(=O)C(C)N1CCN(C/C=C/c2ccccc2)CC1 (centres undefined)	-64
O=[N+]([O-])c1cccc(C(=S)N2CCN(c3ccccc3F)CC2)c1	-1
O=C(Nc1ccc(N2CCOCC2)c(Cl)c1)c1ccc2c(c1)OCCO2	1

Filtered by structure: the entries above with fluorine
SMILES	E-sel TNF inh
COc1ccc(CN(C(=O)c2ccc(CN3CCOCC3)o2)C(C(=O)NCC2CCCO2)c2ccc(F)cc2)cc1 (centres undefined)	-20
CCOC1=NN(c2ncc(C(F)(F)F)cc2Cl)C(=O)C1	7
O=S1(=O)CCN(C(CCO)c2cccc(C(F)(F)F)c2)CC1 (centres undefined)	95*
Cc1cc(C#N)c(SCC(N)=O)nc1-c1ccc(F)cc1	-7
O=C(CCCC(=O)OCC(F)(F)C(F)F)Nc1ccccc1F	-30
COc1ccccc1CNC(=O)COC(=O)Cc1c(F)cccc1Cl	-25
CCCn1c(SCC(=O)OCC)nc(C(F)(F)F)cc1=O	-4
O=C1CCC(/C=C/c2ccccc2)=NN1Cc1ccc(F)cc1	-11
O=S(=O)(c1ccc(F)c(F)c1F)N1CCN(C(=S)Nc2ccccc2)CC1	-10
O=C(N/N=C\C=C\c1ccc2c(c1)OCO2)c1ccc(F)cc1	-19
CCC/C=N/NC(=O)c1ccc(F)cc1	21
CCOC(=O)c1c(N)sc(C(=O)Nc2ccccc2F)c1C	3
Cc1cc(-c2nnc(CCC(=O)NC(C)c3ccc(F)cc3)o2)no1 (centres undefined)	14
COc1ccc(-c2cc(C(F)(F)F)nc(SCC(=O)NCCCN3CCOCC3)n2)cc1	38
COCCNC(=S)N/N=C(\C)c1ccccc1F	-20
O=[N+]([O-])c1cccc(C(=S)N2CCN(c3ccccc3F)CC2)c1	-1

Assay outcomes from PubChem.
